KDM5B inh = Primary screen for KDM5B Histone Demethylases FDH-coupled qHTS. Lysine-specific demethylase 5B (Homo sapiens), Q9UGL1. KDM5B demethylase, FDH-coupled NADH fluorescence (FDH is formaldehyde dehydrogenase). Potency, µM (highest dose often 57.7 µM), for the others: at the highest dose activity change, negative = inhibition, actives largely listed as inhibitors. 220,000 tested, 2.6% active; active = well fitted inhibition curve with a large enough effect; inconclusive = small, poorly fitted or top-dose-only effect; inactive = no such curve, though single readings can be large or run the other way; also: 0% is about no effect; nearly all actives have a fitted effect of over 70% in size
Target sequence (Q9UGL1 whole entry, looked up): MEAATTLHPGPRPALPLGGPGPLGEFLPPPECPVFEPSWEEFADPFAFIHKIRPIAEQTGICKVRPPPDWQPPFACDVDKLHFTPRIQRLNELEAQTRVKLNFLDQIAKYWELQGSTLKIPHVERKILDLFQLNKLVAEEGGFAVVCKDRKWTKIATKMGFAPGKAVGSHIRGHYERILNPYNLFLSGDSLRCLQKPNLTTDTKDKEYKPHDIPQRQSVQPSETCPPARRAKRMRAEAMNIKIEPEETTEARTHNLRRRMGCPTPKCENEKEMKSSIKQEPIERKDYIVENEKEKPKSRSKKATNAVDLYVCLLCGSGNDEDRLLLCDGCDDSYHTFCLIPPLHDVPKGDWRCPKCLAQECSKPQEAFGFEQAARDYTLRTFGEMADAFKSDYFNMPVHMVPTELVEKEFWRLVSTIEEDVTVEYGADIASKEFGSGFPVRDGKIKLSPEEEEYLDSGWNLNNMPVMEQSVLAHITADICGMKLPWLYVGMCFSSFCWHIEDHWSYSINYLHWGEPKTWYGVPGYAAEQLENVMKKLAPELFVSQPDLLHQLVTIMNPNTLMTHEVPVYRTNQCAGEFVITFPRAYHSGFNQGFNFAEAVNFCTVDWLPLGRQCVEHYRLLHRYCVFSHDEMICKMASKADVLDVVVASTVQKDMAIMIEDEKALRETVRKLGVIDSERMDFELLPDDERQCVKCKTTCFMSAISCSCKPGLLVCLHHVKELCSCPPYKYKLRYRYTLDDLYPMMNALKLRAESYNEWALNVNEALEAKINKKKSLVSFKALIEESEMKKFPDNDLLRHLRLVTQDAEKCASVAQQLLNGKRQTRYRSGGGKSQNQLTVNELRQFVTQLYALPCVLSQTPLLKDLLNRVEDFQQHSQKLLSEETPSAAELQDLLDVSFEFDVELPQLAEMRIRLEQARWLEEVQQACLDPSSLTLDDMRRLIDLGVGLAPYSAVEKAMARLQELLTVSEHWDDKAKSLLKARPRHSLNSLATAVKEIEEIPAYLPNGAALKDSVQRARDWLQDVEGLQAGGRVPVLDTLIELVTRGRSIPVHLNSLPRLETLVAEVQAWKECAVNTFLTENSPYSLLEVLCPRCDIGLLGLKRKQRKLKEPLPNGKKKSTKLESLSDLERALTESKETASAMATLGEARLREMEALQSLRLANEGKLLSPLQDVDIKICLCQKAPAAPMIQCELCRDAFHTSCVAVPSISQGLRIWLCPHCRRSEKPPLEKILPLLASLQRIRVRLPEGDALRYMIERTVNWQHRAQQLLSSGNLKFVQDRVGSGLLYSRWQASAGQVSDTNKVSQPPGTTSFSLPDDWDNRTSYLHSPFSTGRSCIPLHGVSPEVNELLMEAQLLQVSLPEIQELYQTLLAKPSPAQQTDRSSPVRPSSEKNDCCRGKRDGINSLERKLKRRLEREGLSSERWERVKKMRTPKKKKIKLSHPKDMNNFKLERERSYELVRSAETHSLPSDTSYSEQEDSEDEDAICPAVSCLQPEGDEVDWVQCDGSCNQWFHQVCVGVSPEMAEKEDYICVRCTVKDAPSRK
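Coupled FDH/NAD⁺ fluorescence readout. KDM5BΔAP 200 nM final; compound titration, 10 min RT preincubation; substrate mix 12.5 µM H3K4me3, 25 µM 2-OG, 50 µM Fe(II), 100 µM ascorbate, 0.25 mM NAD⁺, 0.25 U/mL FDH; ΔRFU over 30 min.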
Starred values were filed as active, the others as inactive; ? = inconclusive; [ ] = remark or other dose. Potency is read from the fitted curve at half-maximal effect.

SMILES	KDM5B inh
Cc1ccccc1OCC(=O)Nc1c(NC2CCCCC2)c2ccccc2oc1=O	25.3%
CC1(c2ccccc2)CCCN(Cc2nnc(-c3cccnc3)o2)C1 (stereo unspecified)	?
CC(=O)c1ccc2ccccc2c1OCc1ccccc1C#N	-14.5%
CCC(C)NC(=O)CN1C(=O)N(c2cccc(SC)c2)S(=O)(=O)c2ccccc21 (stereo unspecified)	26.9%
COc1ccc(CCC(=O)N2CCC(c3n[nH]c(=O)n3-c3ccc(C)cc3)CC2)cc1	29.9%
Nc1nnnn1NCc1ccc(-c2ccccc2)o1	-2.3%
O=C(CC1CCCN(c2cn[nH]c(=O)c2)C1)N1CCN(c2ccccc2)CC1 (stereo unspecified)	-13.9%
CN(Cc1ccc2c(c1)OCCO2)S(=O)(=O)c1cnn(C)c1	19.0%
Cc1ccc(C2NC(=O)N(C)C3=C2C(=O)N(c2ccc(C)cc2)C3)cc1 (stereo unspecified)	4.9%
CCN1C(=O)c2ccccc2Sc2ccc(NC(=O)c3ccc(Cl)cc3)cc21	-12.1%[11.5 µM]
Cc1ccc(NC(=O)Cc2ccc(NC(=O)N3CCCCc4ccccc43)cc2)cc1	-14.2%
CC(C)COC(=O)COc1ccc2c(=O)c(Oc3ccccc3Br)coc2c1	-6.7%
Clc1ccc(CSc2nc3ncccc3[nH]2)cc1	3.4%
COCC(=O)N1CCc2cn(C)c3cccc(c23)C1	?
Clc1cc(/C=N\NC2=NCCN2)cc(Cl)n1	-5.3%

Molecules shown so far that have a Cl atom, in the order listed:
SMILES	KDM5B inh
CCN1C(=O)c2ccccc2Sc2ccc(NC(=O)c3ccc(Cl)cc3)cc21	-12.1%[11.5 µM]
Clc1ccc(CSc2nc3ncccc3[nH]2)cc1	3.4%
Clc1cc(/C=N\NC2=NCCN2)cc(Cl)n1	-5.3%

The listing continues.
SMILES	KDM5B inh
CCN(CC)C(=O)c1cccc2c(=O)c(C)c(-c3ccccc3)oc12	9.1%
Cc1ccc(CNC(=O)CNS(=O)(=O)c2cccs2)cc1	-11.8%
COc1cccc(CN2CC[C@H](c3n[nH]c(C)n3)[C@H](NC(=O)C3CC3)C2)c1	17.8%
O=C(O)Cn1nc2c(cc1=O)CCCC2	-6.2%
O=C(c1cc2ccccc2[nH]1)N1C[C@@H](CO)[C@H](c2nc(C3CC3)no2)C1	-11.1%
COc1ccc(NC(=O)NCc2c(-n3cccc3)sc3c2CCCC3)c(OC)c1	2.7%
Cn1c(=O)nc2n(-c3ccc(Cl)c(Cl)c3)c3cc(Cl)ccc3cc-2c1=O	-24.3%
O=C(c1cccc(OC(F)(F)F)c1)N1CCC(c2n[nH]c(=O)n2-c2ccccc2)CC1	-0.7%
CC(C)C1=NOC2(CCN(C(=O)c3ccc(Cl)cc3)CC2)C1	31.0%[activator][149 µM]
COc1ccc(-c2nc(CN3CCCC3c3ccc(OC)cc3)co2)cc1 (stereo unspecified)	-3.4%
Cc1ccc(-c2cc(-c3ccccc3)c(C#N)c(SCC(O)CS(=O)(=O)Cc3ccccc3)n2)cc1 (stereo unspecified)	?
CCNc1ncc(C(=O)N2CCN(CCCCOC)CC2)cn1	25.1µM*
O=[S+]1([O-])NC2(CCN(Cc3ccccc3)CC2)COc2ccccc21	?
N#Cc1ccccc1NC(=O)c1ccco1	9.4%
COCCOC1CCOC2(CCN(C(=O)Cc3c[nH]c4ccccc34)CC2)C1 (stereo unspecified)	-18.6%
Cc1noc(C)c1C(=O)N1CC(c2noc(C3CCCN3CC3CC3)n2)C1 (stereo unspecified)	-12.3%
COc1ccc(C(=O)NC2CCCN(c3cc(-c4ccc(F)cc4)[nH]n3)C2)c(C)c1 (stereo unspecified)	3.0%
O=C(CNC(=O)N1CC(=O)Nc2ccccc21)Nc1ccc2c(c1)OCO2	-22.0%
CN1C(=O)c2ccccc2NC1c1cc2ccccc2[nH]c1=O (stereo unspecified)	-25.1%
O=C(CSc1nc(Cl)nc2nc[nH]c12)NCCc1ccc(O)cc1	-10.9%
O=C(Cc1ccc(F)cc1)N1CCn2c(nnc2-c2ccccc2)C1	?
Cn1nccc1C(=O)N1CCC(N2CC3CC(C2)[C@H]2CCCC(=O)N2C3)CC1 (stereo partly specified)	?
CC(C)(C)c1nnc2n1C(C(=O)NCCc1ccc(Cl)cc1)CC2 (stereo unspecified)	25.7%[149 µM]
Cn1ncc2c(C(=O)N3CCOCC3)cc(C(C)(C)C)nc21	-16.8%[149 µM]
COc1ccc(C)cc1S(=O)(=O)N1CCN(c2cc(N3CCCCC3)nc(C)n2)CC1	-21.7%
Cc1cccc(Nc2nc(-c3ccc(C)cc3C)cs2)c1	-20.3%
O=C(c1ccccc1Cl)N1CCN(c2ncccn2)CC1	?
Cc1csc(NC(=O)c2nc3c(o2)CCN(CC2CCCC2)CC3)n1	-19.4%[86.2 µM]
Cc1ccc(CN2CCC(CNc3ccncn3)CC2)o1	-7.2%
COc1ccc(-c2cc(-c3cccc(CO)c3)cn3cncc23)cn1	35.5µM*
O=C(Nc1ccc(Nc2ccccc2)cc1)c1ccc(Cl)cc1Cl	22.1%
CCC1CCC(N(C)C(=O)c2ccc(OC(F)F)cc2)CC1 (stereo unspecified)	3.8%
O=C(Nc1ccc([C@@H](O)[C@H]2COCC(=O)N2CC2CC2)cc1)C1CCCC1	2.1%[86.2 µM]
CC1CCN(C(=O)COc2cc(O)c3c(=O)cc(-c4ccccc4)oc3c2)CC1	13.4%
CNc1nccc(N2CCC(CC(=O)O)CC2)n1	-20.6%
COCC1(C(=O)N2CCN(c3cc(C4CC4)ncn3)CC(O)C2)CC1 (stereo unspecified)	42.1%[activator]
CCCNC(=O)CCC1CCN(S(=O)(=O)c2ccccc2)CC1	17.7%
OCCc1cc(CC2(NCc3ccc(C(F)(F)F)cc3)COC2)no1	-1.0%[86.2 µM]
N#Cc1ccc(COC(=O)C2CCCCC2)cc1	-15.3%
CN1CCN(C(CNC(=O)c2c(F)cccc2F)c2ccc3c(c2)OCO3)CC1 (stereo unspecified)	-10.3%
CCCc1nn2c(=O)cc(COC(=O)c3cccc(NC(=O)COc4ccc(F)cc4)c3)nc2s1	?
COc1ccc(NC(=O)Nc2nnc(N3CCCC3)s2)cc1OC	-8.3%
COc1cccc(CC(=O)Nc2c(C(=O)N3CCN(c4ccccc4F)CC3)oc3ccccc23)c1	?
CCCN(C)C(=O)c1onc(-c2ccc(OC)cc2)c1[C@H](C)O	-31.7%[86.2 µM]
COc1ccc(N(C(=O)c2ccccc2C)S(=O)(=O)c2ccc3c(c2)n(C)c(=O)n3C)cc1	11.1%

Another view of part of the listing above:
CC1CCN(C(=O)COc2cc(O)c3c(=O)cc(-c4ccccc4)oc3c2)CC1
  KDM5B inh = 13.4%
CCCNC(=O)CCC1CCN(S(=O)(=O)c2ccccc2)CC1
  KDM5B inh = 17.7%
CN(Cc1ccc2c(c1)OCCO2)S(=O)(=O)c1cnn(C)c1
  KDM5B inh = 19.0%
O=C(CSc1nc(Cl)nc2nc[nH]c12)NCCc1ccc(O)cc1
  KDM5B inh = -10.9%

(list continues)
SMILES	KDM5B inh
CC(C)[C@H]1CN(C2CCOCC2)C[C@@H]1NC(=O)CCc1nncn1C	-7.7%
C[C@H]1[C@@H]2[C@@H](O)C([C@H](C)C(=O)NC3CCCCC3)CC[C@@]2(C)CC[C@@H]1NC(=O)Cc1ccccc1 (stereo partly specified)	-15.2%
O=C(c1ccccc1)N1CCN(CCc2ccccn2)CC1	-12.9%
CCC1(C)CC(=O)c2c(ccc3oc(C(=O)Nc4ccc(C(C)=O)cc4)c(C)c23)O1 (stereo unspecified)	?
S=C(Nc1cc(Cl)cc(Cl)c1)N1CCN(c2ccccn2)CC1	6.1%
CC1CCN(C(=O)CSc2nnc(-c3ccccc3)o2)CC1	4.6%
Cc1ccccc1OCC(=O)Nc1nnc(-c2ccco2)s1	-28.3%
C#CCNC(=O)CN1CCC(CN2CCCCCC2)CC1	-13.9%
COCC1(c2n[nH]c(C3CCOCC3)n2)CCC1	37.2%[activator]
Cc1ccc(-c2[nH]ncc2CN2CCc3nc(N4CCN(C)CC4)[nH]c(=O)c3CC2)cc1	-4.8%
Oc1ccccc1CN1C[C@H](O)C[C@H]1c1nc(-c2ccc(F)cc2)no1	11.0%[86.2 µM]
O=C(O)c1ccc2oc(=O)c(S(=O)(=O)c3ccc(F)cc3)cc2c1	-9.8%
CC(CNC(=O)c1nn(C)c(=O)c2ccccc12)N1CCCC1 (stereo unspecified)	8.1%
CC(=O)Nc1cc(-c2nc3cc(C)ccc3o2)ccc1Cl	-18.7%
COc1cccc(Oc2c(C)oc3cc(OS(C)(=O)=O)ccc3c2=O)c1	13.6%
O=C1N(CCc2ccccc2)c2ccccc2C1(O)c1c[nH]c2ccccc12 (stereo unspecified)	-11.2%
CCNC12CC3CC(CC(C3)C1)C2	22.2%
C=CCNC(=O)NC(=O)CN(CC(=O)Nc1c(C)cccc1C)CC(=O)Nc1c(C)cccc1C	-1.8%
O=c1n(-c2ccc(C(F)(F)F)cc2)nc2n1CCN(CC1CC1)C2	-19.1%[149 µM]
O=C(O)C(CO)NS(=O)(=O)c1ccc(Br)cc1 (stereo unspecified)	-7.6%
O=C(c1ccccc1)c1ccccc1NC(=O)C1CCCN1Cc1ccccc1 (stereo unspecified)	18.0%
CCc1ccc(NCc2cc3ccc(OC)cc3n(CC(=O)Nc3c(C)cc(C)cc3C)c2=O)cc1	-1.0%
O=C(CCCN1C(=O)c2ccccc2C1=O)Nc1ccccc1	11.6%
COc1ccc(C(=O)N[C@@H]2CN(Cc3cccnc3)C[C@H]2CN(C)C)cc1F	-13.2%
CCOC(=O)c1c(SCC(=O)Nc2nc3ccc(C)cc3s2)nc(=O)[nH]c1C	-10.8%
N#C/C(=C\c1ccccc1OCc1ccccc1F)C(=O)Nc1ccccc1C(F)(F)F	-29.8%
COCCCNC(=O)c1ccc(Cn2c(=O)c3ccccc3n(Cc3ccccc3C)c2=O)cc1	?
COc1cc(C#N)cc(Cl)c1OCc1ccc(C#N)cc1	4.8%
CCNc1c(NC(=O)Nc2cccc(Cl)c2)c(=O)oc2ccccc12	-6.8%
CN(C)[C@@H]1C[C@@H](CO)N(C(=O)c2csc3nc(-c4ccccc4Cl)cn23)C1	?
CC12CC(O)C3c4ccc(O)cc4CCC3C1CC/C2=N\O (stereo unspecified)	21.3%
Cc1ccc([C@H]2C[C@@H](O)[C@@H](O)[C@@H]2NCC(C)(C)O)cc1	34.9%[115 µM]
Cc1ccc(-n2nc(C)c3nc(CCC(=O)Nc4cccc(C)c4C)c(=O)n(C)c32)cc1	-6.9%
Cc1nc2cccnc2n1-c1cc(C(=O)Nc2ccc(F)cc2Cl)ccc1Cl	-11.9%
COc1ccc(CC(=O)NO)cc1	-12.1%
C=C(C)CN(CC)C(=O)CN1CCC(C(=O)NCCCO)CC1	-4.0%
NC(=O)[C@@H]1C[C@H](Oc2cccnc2)CN1S(=O)(=O)c1ccc2c(c1)OCCO2	2.5%
Nc1nn(-c2ccccc2)c(N)c1N=Nc1cccc(F)c1	-37.7%
COc1ccc(NC(=O)C(NS(=O)(=O)c2ccc3c(c2)CCCC(=O)N3)C(C)C)c(OC)c1 (stereo unspecified)	?
CCC1Oc2ccc(NC(=O)Cc3ccc(OC)cc3)cc2CN(Cc2ccc3c(c2)OCO3)C1=O (stereo unspecified)	-14.8%
O=C1OCC2(CCN(Cc3ccc4cn[nH]c4c3)C2)N1Cc1ccccn1 (stereo unspecified)	-13.5%[86.2 µM]
CN(C(=O)c1cc2ccccc2o1)C(c1cccc(F)c1)c1ccccn1 (stereo unspecified)	12.5%
Cc1cccc(-c2cc(=O)c3cc(NC(=O)c4ccccc4F)ccc3o2)c1	15.1%
COC(=O)c1cc(OC)c(OC)cc1NC(=O)CCNC(=O)c1ccco1	?
CN(CC1(CO)CCC1)C(=O)c1cc(COc2ccccc2F)[nH]n1	3.5%
Cc1ccc2oc(-c3cc(NC(=O)c4ccco4)ccc3Cl)nc2c1	?
O=C(COC(=O)c1cc2ccccc2[nH]1)NCc1ccccc1	-17.3%
CC1CCc2nc3ccccc3c(C(=O)Nc3ccc(Br)cc3F)c2C1 (stereo unspecified)	-23.2%
CCOC(=O)CCNC(=O)N1CCCN(S(C)(=O)=O)C(c2ccccc2)CC(=O)NCC1 (stereo unspecified)	-3.1%
Cc1ccc(NC(=O)COC(=O)c2cccc3c(=O)c(C)c(-c4ccccc4)oc23)cc1	0.6%
CCN(Cc1cccs1)C(=O)c1cccc(C#N)c1	-15.7%
Cc1nc(C2(C)CCN(C(=O)c3ccc(Cc4c(C)noc4C)o3)CC2)no1	-30.1%
COCCOC1CCOC2(CCN(C(=O)COc3ccc(F)cc3)CC2)C1 (stereo unspecified)	0.2%
CCCn1nc(C(=O)Nc2ccn(C)n2)c2ccccc2c1=O	-5.3%
O=C(Cc1ccccc1)N1CCC(Cc2nc(-c3cccnc3)n[nH]2)C1 (stereo unspecified)	15.2%
CN(Cc1ccccc1)Cc1cc(C[C@@H]2CC[C@H](O)[C@@H](CN)O2)no1	157.6%[activator][86.2 µM]
COc1ccc(NC(=O)C2CCN(C(=O)N3CCOc4ccccc43)CC2)cc1	-5.3%
COc1cc(NC(=O)COc2ccccc2C)ccc1NC(=O)c1ccco1	?
Cc1ccc(-n2nc(CO)c(C(=O)NCc3ccccn3)n2)cc1C	?
CN1C(=O)c2cccn2CC1CNC(=O)CCc1nc(-c2ccccc2)no1 (stereo unspecified)	8.2%
CCN(CC)c1nn2c(=O)c(C(=O)NCCc3ccc(C)cc3)cnc2s1	?
O=C(NCc1cc2n(n1)CCCNC2)c1ccc(Cn2cnnn2)cc1	-2.3%

Compound activity deposited in PubChem BioAssay by National Center for Advancing Translational Sciences (NCATS).

Some of the compounds tested. The share of hits here may be higher or lower than overall.
